Source: PubChem BioAssay (National Center for Advancing Translational Sciences (NCATS))
PTHR1 agonist – qHTS for PTHR1 Agonists: Primary Screen. Parathyroid hormone/parathyroid hormone-related peptide receptor (Homo sapiens), Q03431. HEK293 GP2 PTHR1 cells, GloSensor cAMP luminescence, 1 h. Potency, µM (titrated, usually from 115 µM), for inactives: at the highest dose activation, actives largely listed as activators. 410,000 tested, 0.075% active. AID 743266, 2014; note: nearly all actives have a fitted effect of over 55% in size; some results filed as inactive show a strong effect at the top dose; inactives centre near -15; many of its hits are not listed in these tables
Target sequence (Q03431 whole entry, looked up): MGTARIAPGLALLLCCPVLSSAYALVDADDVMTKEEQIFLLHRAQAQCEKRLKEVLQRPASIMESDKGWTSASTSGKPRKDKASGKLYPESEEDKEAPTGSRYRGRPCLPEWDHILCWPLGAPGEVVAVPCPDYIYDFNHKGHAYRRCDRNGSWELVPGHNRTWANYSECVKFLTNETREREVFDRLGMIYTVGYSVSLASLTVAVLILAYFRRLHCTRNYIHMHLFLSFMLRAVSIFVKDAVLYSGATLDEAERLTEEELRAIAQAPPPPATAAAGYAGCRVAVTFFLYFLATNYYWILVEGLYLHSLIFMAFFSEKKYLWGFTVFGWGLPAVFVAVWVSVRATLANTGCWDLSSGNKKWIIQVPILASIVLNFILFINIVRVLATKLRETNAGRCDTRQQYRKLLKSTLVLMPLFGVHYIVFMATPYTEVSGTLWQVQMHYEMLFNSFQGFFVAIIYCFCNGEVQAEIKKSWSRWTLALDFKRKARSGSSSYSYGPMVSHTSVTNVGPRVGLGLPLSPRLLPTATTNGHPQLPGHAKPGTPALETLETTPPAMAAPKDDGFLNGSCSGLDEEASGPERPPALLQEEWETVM
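HEK-293-derived GP2 cells expressing PTHR1 and a GloSensor cAMP reporter, 3,000/well, plated overnight, given luciferin plus IBMX (each 0.5 mM as added) for 1 h at 37 °C, then compound for 1 h at 37 °C. Luminescence was read after 15 min at room temperature.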
TDP43 rescue – qHTS of TDP-43 Inhibitors; TDP-43 expressing yeast growth rescue, BacTiter-Glo, 24 h; Potency, µM (titrated, usually from 46.1 µM), for the others: at the highest dose growth rescue (activation), actives largely listed as activators; 410,000 tested, 1.8% active; note: % of control where 0% means no effect; nearly all actives have a fitted effect of over 50% in size
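Growth rescue of TDP-43-toxic yeast measured as ATP luminescence (BacTiter-Glo). Cells grown to mid-log in raffinose, induced in galactose at OD600=0.02, exposed to compound 24 hr at 30 deg C.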
FUS suppressor – qHTS for Suppressors of FUS Proteinopathy: Primary screen using FUS-linked yeast assay; S. cerevisiae FUS-expressing, growth rescue, OD600, 24 h; Potency, µM (doses to about 76.6 µM), for the others: at the highest dose growth rescue (activation), most hits filed as activators; 390,000 tested, 0.24% active;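 note: plate controls were DMSO vehicle for no effect and reference control for full effect; nearly all actives have a fitted effect of over 55% in size; some results filed as inactive show a strong effect at the top dose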
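Toxicity suppression screen in FUS-yeast. Cells induced with 2% galactose, starting OD 0.005, treated 24hr at 30C with compounds at multiple final concentrations; growth by OD600.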
Starred values were filed as active, the others as inactive; i = inactive; ? = inconclusive; [ ] = another dose, or the depositor's remark. Calls come from the whole dose curve; as a rule, active = well fitted curve in the direction sought with a large enough effect; inconclusive = small, poorly fitted or top-dose-only effect, or another doubt; inactive = no such curve, though single readings can be large; an effect the other way counts as inactive or inconclusive. Potency is the fitted concentration of half-maximal effect. The list is partial, so the mix of outcomes need not match the whole.

SMILES	PTHR1 agonist	TDP43 rescue	FUS suppressor
COc1cc(C(=O)Nc2nc3nc(-c4ccccc4)cc(=O)n3[nH]2)cc(OC)c1OC	-9%	13%	0%
Cc1ccc2c(c1)-c1nc(-c3ccc(Cl)cc3)cc(-c3coc4ccccc4c3=O)c1CO2	10%	-4%	8%
CC(C)Nc1ccc(-c2nc(-c3ccncc3)no2)cc1[N+](=O)[O-]	-20%	?	-19%
CCc1ccc(CNC(=O)CN2C(=O)c3cccnc3Oc3ccc(C)cc32)cc1	i	14%	38%
CCOC(=O)c1c(C)n(-c2ccccc2)c2ccc(OC(=O)c3cccc(Cl)c3)cc12	i	1%	-14%
COc1cccc(-n2cc(C(=O)Nc3cc(OC)c(OC)c(OC)c3)c3ccccc3c2=O)c1	-28%	16%	-20%
CN(C(=O)CSc1nc2ccccc2n1CC(=O)NCc1ccc(F)cc1)c1ccc(F)cc1	i	-19%	11%
O=S(=O)(c1ccc(F)cc1)N1CCC(n2c(C(F)(F)F)nc3cccnc32)CC1	-11%	0%	22%
Cc1ccc(NC(=O)C2CCCN(S(=O)(=O)c3cccc4cccnc34)C2)cc1Cl (stereo not drawn)	-7%	25%	9%
CCOc1ccc(-c2nonc2NC(=O)c2oc3ccc(F)cc3c2C)cc1	-58%[inhibitor]	-9%[9.22 µM]	-15%
COC(=O)c1nc2n(n1)C(c1cc(OC)ccc1OC)C(C(=O)Nc1ccc(C)cc1C)=C(C)N2 (stereo not drawn)	-2%	-3%	-24%
COc1ccc(-c2nc(CN3CCC(C(=O)NCc4ccccc4)CC3)c(C)o2)cc1OC	i	13%	9%
COc1ccc(N(C)C(=O)c2cc(S(=O)(=O)N3CCc4ccccc43)cn2C)c(OC)c1	-18%	13%	21%
Cc1cc(=O)n(Cc2ccc(Cl)cc2)c2c1c(C)nn2-c1ccccc1	i	10%	-6%
Cc1cccc(C)c1Nc1c(-c2ccccc2Cl)nc2cnccn12	-11%	?	18%
COc1ccc(Cc2c(C)nn(-c3nc(C)c(C(=O)Nc4ccc(C)cc4C)s3)c2C)cc1	-17%	4%	8%
Cc1ccc(N2CCN(C(=O)c3ccc4c(Cl)c5c(nc4c3)CCCC5)CC2)c(C)c1	i	22%	-42%
Cc1nnsc1C(=O)Oc1ccc(C(C)C)cc1	-13%	3%	-16%
CCCCN(CC)CCCNC(=O)Cn1nc(CC)n2c(cc3sccc32)c1=O	i	6%	-28%
O=C(CCn1ccc2cc(S(=O)(=O)N3CCCC3)ccc21)NCc1ccccc1Br	i	21%	18%
Cc1ccc(CO)cc1Nc1ncnc2onc(-c3ccc(F)cc3)c12	-20%	15%	-2%
CCN(c1ccc(C)cc1)S(=O)(=O)c1nnc(NC(=O)C2CCCCC2)s1	i	14%	-4%
Cc1cc(=O)n(Cc2c(F)cccc2Cl)c2c1c(C)nn2-c1cccc(F)c1	-2%	-5%	-15%
COc1cccc(Cn2c(NCc3ccc(C)cc3)nc3c2c(=O)n(C)c(=O)n3C)c1	i	0%	11%
COc1ccc(S(=O)(=O)NCCS(=O)(=O)N2CCN(c3ccccc3)CC2)cc1OC	-7%	11%	8%

Next structures.
SMILES	PTHR1 agonist	TDP43 rescue	FUS suppressor
Cn1ncc2c(Nc3cc(C(F)(F)F)ccc3Cl)ncnc21	i	14µM*	1%
COc1cccc(NC(=O)/C(C#N)=C\c2cn(Cc3ccc(Cl)cc3)c3ccccc23)c1	-16%	18%	5%
Cc1ccc(Nc2ncnc3c2nc2n3CCCC2)cc1F	-39%[inhibitor]	?	-18%
COc1ccc(N2CCN(C(=O)c3c(C)oc4nc(C)nc(N5CCCC5)c34)CC2)cc1	-26%	24%	?
CC(=O)c1ccc(NC(=O)CCn2cccn2)cc1	-2%	21%	-20%
COc1ccc(Nc2ncc(C(=O)N3CCN(c4ccc(OC)cc4)CC3)c3ccccc23)cc1	-30%	8%	?
Cc1ccc(CN2CCc3nc(N4CCN(C)CC4)ncc3C2)cc1	-2%	-2%	-3%
COc1cc(C2c3c(oc4ccccc4c3=O)C(=O)N2c2nc(C)c(C)s2)ccc1O (stereo not drawn)	-37%	0%	6%
Cc1ccc(NC(=O)Cc2c(C(=O)O)c(C)cn2C)cc1Cl	-13%	21%	14%
CCN(CCCNC(=O)c1cc2c(=O)[nH]c3ccccc3c2s1)c1ccccc1	-28%	0%	-8%
COc1cccc(-n2c(C)nc3c(cnn3-c3ccc(C)c(C)c3)c2=O)c1	-12%	22µM*	42%
O=C(Nc1cccc(C(F)(F)F)c1)C1CCN(S(=O)(=O)c2cccs2)CC1	-18%	22%	25%
COc1cc(OC)c(NC(=O)c2cc(S(=O)(=O)N3CCCC3)cn2C)cc1Cl	-43%[inhibitor]	19%	-16%
COc1cccc(CNC(=O)C2CCCN(c3ncnc4onc(-c5ccc(F)cc5)c34)C2)c1 (stereo not drawn)	i	20%	?
CCOc1cccc2sc(NC(=O)c3ccc(S(=O)(=O)N4CCCc5ccccc54)cc3)nc12	-11%	-3%	-5%
CCN(CC)CCNC(=O)c1c(C)oc2ncnc(N3CCOCC3)c12	11%	9%	-9%
CCc1ccc(NC(=O)CSc2nc3c(sc4ccccc43)c(=O)n2CCN(CC)CC)cc1	-1%	3%	23%
O=C(CSc1oc(-c2ccccc2)nc1S(=O)(=O)c1ccc(Cl)cc1)NC1CCCCC1	i	-18%	10%
CC(C)(C)c1ccc(CSC2=Nc3ccccc3C3=NC(CC(=O)NCc4cccs4)C(=O)N23)cc1 (stereo not drawn)	i	5%	?
COc1ccc(C(=O)N(Cc2cc(OC)c(OC)c(OC)c2)c2ccccn2)cc1	-1%	11%	13%
O=C(Cn1nc(Cc2ccncc2)c2ccccc2c1=O)Nc1cccc(C(F)(F)F)c1	-23%	-1%	3%
O=C(CSc1ncc2c(n1)-c1cc(Cl)ccc1N(Cc1ccccc1)S2(=O)=O)NCCc1ccccc1	-12%	12%	5%
Cc1ccc(Cl)cc1NC(=O)CSCc1cnn(-c2ccccc2)c1-n1cccc1	i	?	34%
CCc1cccc(-n2nnc(-c3nc(-c4ccc5c(c4)OCO5)no3)c2C)c1	-62%[inhibitor]	14%	-5%
COc1cn(CC(=O)Nc2ccccc2)c(CN2CCCCC2)cc1=O	i	?	21%

Nothing new here: entries from further up.
SMILES	PTHR1 agonist	TDP43 rescue	FUS suppressor
COc1cc(C(=O)Nc2nc3nc(-c4ccccc4)cc(=O)n3[nH]2)cc(OC)c1OC	-9%	13%	0%
Cc1ccc2c(c1)-c1nc(-c3ccc(Cl)cc3)cc(-c3coc4ccccc4c3=O)c1CO2	10%	-4%	8%
CC(C)Nc1ccc(-c2nc(-c3ccncc3)no2)cc1[N+](=O)[O-]	-20%	?	-19%
CCc1ccc(CNC(=O)CN2C(=O)c3cccnc3Oc3ccc(C)cc32)cc1	i	14%	38%
CCOC(=O)c1c(C)n(-c2ccccc2)c2ccc(OC(=O)c3cccc(Cl)c3)cc12	i	1%	-14%
COc1cccc(-n2cc(C(=O)Nc3cc(OC)c(OC)c(OC)c3)c3ccccc3c2=O)c1	-28%	16%	-20%
CN(C(=O)CSc1nc2ccccc2n1CC(=O)NCc1ccc(F)cc1)c1ccc(F)cc1	i	-19%	11%
O=S(=O)(c1ccc(F)cc1)N1CCC(n2c(C(F)(F)F)nc3cccnc32)CC1	-11%	0%	22%
Cc1ccc(NC(=O)C2CCCN(S(=O)(=O)c3cccc4cccnc34)C2)cc1Cl (stereo not drawn)	-7%	25%	9%
CCOc1ccc(-c2nonc2NC(=O)c2oc3ccc(F)cc3c2C)cc1	-58%[inhibitor]	-9%[9.22 µM]	-15%
COC(=O)c1nc2n(n1)C(c1cc(OC)ccc1OC)C(C(=O)Nc1ccc(C)cc1C)=C(C)N2 (stereo not drawn)	-2%	-3%	-24%
COc1ccc(-c2nc(CN3CCC(C(=O)NCc4ccccc4)CC3)c(C)o2)cc1OC	i	13%	9%
COc1ccc(N(C)C(=O)c2cc(S(=O)(=O)N3CCc4ccccc43)cn2C)c(OC)c1	-18%	13%	21%
Cc1cc(=O)n(Cc2ccc(Cl)cc2)c2c1c(C)nn2-c1ccccc1	i	10%	-6%
Cc1cccc(C)c1Nc1c(-c2ccccc2Cl)nc2cnccn12	-11%	?	18%
COc1ccc(Cc2c(C)nn(-c3nc(C)c(C(=O)Nc4ccc(C)cc4C)s3)c2C)cc1	-17%	4%	8%

Going on with the list.
SMILES	PTHR1 agonist	TDP43 rescue	FUS suppressor
CC1CCN(S(=O)(=O)c2ccc3c(ccc(=O)n3CC(=O)NCc3ccccc3)c2)CC1	-24%	-1%	-2%
CCOc1ccccc1NC(=O)C(C)Sc1cc(-c2ccccc2)nc(C)n1 (stereo not drawn)	-64%[inhibitor]	4%	6%
COc1ccc(C(=O)CCC(=O)Nc2ccc(OC)c(Cl)c2)cc1	3%	8%	0%
Cc1cc(C)c(Cn2c(C(O)c3ccccc3)nc3ccccc32)c(C)c1 (stereo not drawn)	-34%[inhibitor]	2%	?
Cc1cc(N2CCCCC2)nc2ccc(NC(=O)/C=C/c3ccccc3OC(C)C)cc12	i	?	?
O=C(COc1ccccc1)Nc1ccc(S(=O)(=O)N(Cc2ccccc2)c2ccccc2)cc1	i	15%	7%
Cc1cccc(OCC(=O)Nc2cccc(C(=O)OCc3cc(=O)n4nc(C(C)C)sc4n3)c2)c1	-26%	24%	14%
COc1ccc2c(CNCc3ccco3)c(C(=O)O)n(Cc3cccc(F)c3)c2c1	i	18%	13%
CCc1ccc(C(=O)c2cn(CC(=O)Nc3ccc(F)cc3)c3cc4c(cc3c2=O)OCO4)cc1	-10%	-11%	?
COc1ccccc1CCNC(=O)Cc1c(C)c2cc(Cl)c(O)cc2oc1=O	i	27%	-8%
COc1ccc(-n2nnnc2C2CCN(S(=O)(=O)c3ccc(F)cc3Cl)CC2)cc1	i	3%	-24%
O=c1[nH]c2ccc(NCc3ccc(-c4ccc(Br)cc4)o3)cc2[nH]1	i	8%	13%
COc1ccccc1C(=O)N(c1ccc(C)cc1)S(=O)(=O)c1ccc(Cl)cc1	-12%	-21%	-9%
COc1ccc(CC(=O)Nc2ccc(-c3nc4ccccc4s3)cc2Cl)cc1OC	i	-7%[9.22 µM]	-2%
CCCSCCCNC(=O)C1CCCN(C(=O)c2cnn(-c3ccccc3)c2-n2cccc2)C1 (stereo not drawn)	-21%	22%	34%
CCOc1ccc(-n2c(=O)c3c4c(sc3n(Cc3cccc(Cl)c3)c2=O)CCCC4)cc1	i	0%	-19%
COc1ccc(-c2nn(-c3ccc(C)c(Cl)c3)c3c2cnc2cc(OC)c(OC)cc23)cc1	-8%	19%	-6%
CC(C)CCNC(=O)C1CCC(Cn2c(=O)c3sccc3n(CC(=O)NC(C)C)c2=O)CC1 (stereo not drawn)	?	-18%	-29%
Cc1c(Cl)cccc1NC(=O)Cn1c(=O)cc(C)c2c(C)nn(-c3cccc(F)c3)c21	i	9%	-24%
COc1cc2c(cc1OC)C(COc1ccc3c(C)cc(=O)oc3c1)N(C(=O)c1ccccc1C)CC2 (stereo not drawn)	i	13%	-2%
COc1ccc(-c2nc3c4cnn(-c5ccccc5F)c4ncn3n2)cc1	-4%	0%	-27%
O=C(c1ccc(Cl)cc1)N1CCC(c2nc3ccccc3o2)CC1	i	9%	18%
COc1ccccc1-c1cc(C(=O)NCc2ccccc2)c2c(-c3ccc(C)cc3)[nH]nc2n1	-5%	?	14%
CCc1cccc(N2C(=O)N(Cc3c(F)cccc3Cl)c3ccccc3S2(=O)=O)c1	i	6%	-10%
COc1ccc(Cc2nc3c4cnn(-c5ccccc5Br)c4ncn3n2)cc1	i	?	-18%

The results go on.
SMILES	PTHR1 agonist	TDP43 rescue	FUS suppressor
O=C(NC1CCCC1)c1ccc2c(=O)n(Cc3ccccc3)c(SCc3ccccc3)nc2c1	-18%	0%	-21%
Cc1ccc(CN(Cc2cccn2-c2nnc(N3CCCC3=O)s2)C(=O)Nc2ccc(F)cc2)cc1	-7%	17%	-2%
Cc1ccc(Cl)cc1NC(=O)C1CCN(S(=O)(=O)c2cccc3nonc23)CC1	-7%	19%	-1%
CC(=O)Nc1ccc(NC(=O)c2ncoc2-c2ccco2)cc1	-15%	12%	12%
CN(C(=O)CSc1nc2ccc(NC(=O)c3ccco3)cc2s1)c1ccccc1	-12%	22%	?
CCOC(=O)C1CCN(S(=O)(=O)c2cc3c4c(c2)CC(=O)N4CCC3)CC1	-10%	9%	?
CCS(=O)(=O)N1CC(=O)N(c2cc(C)ccc2C)C(C)(C(=O)NC2CCCCC2)C1 (stereo not drawn)	i	7%	-2%
CCc1ccccc1NC(=O)Cn1ncc2c(C)n(Cc3ccccc3F)c(C)c2c1=O	-14%	26%	-20%
